PAFAH1B3 inh = PAFAH1B3 (human) inhibition; recombinant PAFAH1B3, FP-rhodamine probe, fluorescence polarization; Q15102; AID 492972; actives 0.28% (n = 340,000); inhibition, % at 3.39 µM;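 active = inhibition above the screen-wide average of all tested compounds plus 3 SD, cut at about 25% in these data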;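 note: 0% = enzyme with DMSO only and 100% = wells lacking PAFAH1B3 protein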
Target sequence (Q15102 whole entry, looked up): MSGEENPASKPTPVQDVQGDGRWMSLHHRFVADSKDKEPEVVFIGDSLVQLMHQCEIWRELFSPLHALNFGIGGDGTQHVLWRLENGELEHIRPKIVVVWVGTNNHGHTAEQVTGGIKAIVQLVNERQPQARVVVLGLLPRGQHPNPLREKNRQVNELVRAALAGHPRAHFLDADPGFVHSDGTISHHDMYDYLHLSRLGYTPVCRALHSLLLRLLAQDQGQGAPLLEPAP
PME-1 inh = blocks human protein phosphatase methylesterase 1; Q9Y570; recombinant PME-1, FP-Rh probe fluorescence polarization; inhibition, % at 5.9 µM; actives 0.53% (n = 320,000); AID 2130;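 active = inhibition above the campaign mean of all compounds plus 3 SD, cut at about 26% in these data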;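 note: competitive labeling of PME-1 active site by serine hydrolase directed probe; 0% = PME-1 with DMSO and 100% = wells lacking PME-1 enzyme; inhibitors block probe labeling so polarization falls and inhibition rises; many of its hits are not listed in these tables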
GSTO1 counter = GSTO1 inhibition, counter-screen for RBBP9 inhibitors; P78417; recombinant GSTO1, activity-based probe fluorescence polarization; inhibition, % at 5.96 µM; actives 1.1% (n = 300,000); AID 1974;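 active = inhibition above the campaign mean inhibition plus 3 SD, cut at about 35% in these data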;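 note: 0% = GSTO1-1 with DMSO and 100% = wells lacking GSTO1-1 enzyme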
PAFAH1B2 FP inh = blocks human PAF acetylhydrolase 1b catalytic subunit 2; recombinant PAFAH1B2, FP-rhodamine activity probe, fluorescence polarization; inhibition, % at 3.39 µM; actives 1.2% (n = 340,000);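 active = inhibition above the mean of all tested compounds plus 3 SD, cut at about 24% in these data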;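 note: 0% = enzyme with DMSO and 100% = wells lacking PAFAH1B2; many of its hits are not listed in these tables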
Target sequence (P68402 whole entry, looked up): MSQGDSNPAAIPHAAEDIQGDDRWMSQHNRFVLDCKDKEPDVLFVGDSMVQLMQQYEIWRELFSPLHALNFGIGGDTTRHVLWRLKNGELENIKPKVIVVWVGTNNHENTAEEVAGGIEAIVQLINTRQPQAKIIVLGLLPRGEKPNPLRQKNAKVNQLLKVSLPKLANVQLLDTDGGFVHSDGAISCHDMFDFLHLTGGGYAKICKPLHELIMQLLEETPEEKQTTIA
LYPLA2 counter = counter-screen for PME1 inhibitors: inhibitors of human LYPLA2; AID 2177; recombinant LYPLA2, FP-Rh probe fluorescence polarization; inhibition, % at 5.9 µM; O95372; actives 0.38% (n = 320,000);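 active = inhibition above the screen-wide mean plus 3 SD, limit set per campaign, cut at about 26% in these data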;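 note: 0% = LYPLA2 with DMSO and 100% = wells lacking LYPLA2 enzyme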
LYPLA1 inh = LYPLA1 (human) inhibition in PME1 counter-screen. O75608. recombinant LYPLA1, FP-Rh probe fluorescence polarization. inhibition, % at 5.9 µM. actives 0.16% (n = 320,000);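 active = inhibition above the mean of all tested compounds plus 3 SD, set per campaign, cut at about 14% in these data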;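 note: inhibitors block serine hydrolase probe labeling of LYPLA1 so polarization falls; 0% = enzyme with DMSO and 100% = wells lacking LYPLA1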
pPAFAH FP inh = inhibitors of human plasma PAF acetylhydrolase (pPAFAH). Q13093. recombinant pPAFAH, FP-rhodamine probe fluorescence polarization. inhibition, % at 3.39 µM. actives 1.5% (n = 330,000). AID 463082;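 active = inhibition above the mean inhibition across the screen plus 3 SD, cut at about 25% in these data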;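 note: inhibitors block binding of the rhodamine activity-based probe so polarization drops; 0% = enzyme with DMSO and 100% = wells lacking pPAFAH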
Target sequence (Q13093 whole entry, looked up): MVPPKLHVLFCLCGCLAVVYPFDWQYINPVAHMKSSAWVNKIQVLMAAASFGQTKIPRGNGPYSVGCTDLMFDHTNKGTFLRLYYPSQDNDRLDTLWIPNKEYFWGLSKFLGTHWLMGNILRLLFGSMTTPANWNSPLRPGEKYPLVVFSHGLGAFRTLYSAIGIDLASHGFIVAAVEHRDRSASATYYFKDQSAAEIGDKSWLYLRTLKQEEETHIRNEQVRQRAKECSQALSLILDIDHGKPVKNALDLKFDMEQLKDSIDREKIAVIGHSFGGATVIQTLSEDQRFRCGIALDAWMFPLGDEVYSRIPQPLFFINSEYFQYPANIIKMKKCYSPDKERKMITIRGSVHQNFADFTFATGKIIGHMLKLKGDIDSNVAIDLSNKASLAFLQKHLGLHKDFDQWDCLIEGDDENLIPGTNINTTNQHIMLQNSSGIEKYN
PREPL inh = inhibits the human prolyl oligopeptidase-like enzyme. recombinant PREPL, fluorescence polarization activity-based probe. inhibition, % at 5.96 µM. actives 0.68% (n = 320,000); in the data active = inhibition above about 43%;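 note: 0% = enzyme with DMSO and 100% = wells lacking enzyme; many of its hits are not listed in these tables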
PAD4 inh = PAD4 (human) enzyme inhibition; recombinant PAD4, RCA probe fluorescence polarization; inhibition, % at 6.36 µM; actives 0.41% (n = 330,000);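 active = percent inhibition above a cutoff equal to the mean of all tested compounds plus 3 SD, cut at about 15% in these data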;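 note: 0% = PAD4 with RCA probe and DMSO and 100% = probe without PAD4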
An asterisk follows results filed as active; nt = not tested or not shown.

no.	canonical_smiles	PAFAH1B3 inh	PME-1 inh	GSTO1 counter	PAFAH1B2 FP inh	LYPLA2 counter
1	O=C(O)Cc1ccc(N=Nc2c(O)c(C(=O)O)cc3ccccc23)cc1	8	-11	26	4	6
2	COc1ccc(C2=NN(c3ccc(C=O)cc3)C(c3ccccc3)C2)cc1 (configuration not stated)	nt	3	-8	nt	1
3	O=S1(=O)N=C(N/N=C/C=C/c2ccccc2)c2ccccc21	10	-3	6	-4	-1
4	Cc1cccc(NC(=S)N(CCN(C)C)Cc2cc3cccc(C)c3[nH]c2=O)c1	9	-6	-1	0	-5
5	CC(C)NC(=O)CN(Cc1ccc(F)cc1)C(=O)CCC(=O)Nc1ccccn1	8	-1	-3	5	5
6	COc1ccc2c(c1)[C@H]1[C@H](CO2)[C@H](c2ccccc2)[C@]2(C)C(=O)Nc3cc(OC)c(OC)cc3C(=O)N12	0	-3	6	3	-13
7	COc1cc(NC(=S)Nc2ccccn2)cc(OC)c1OC	-3	4	-3	-2	3
8	CCOc1ccccc1N(CC(=O)NC(C)(C)C)C(=O)CCC(=O)Nc1nccs1	8	0	7	6	4
9	CCN(Cc1cc(=O)[nH]c2ccccc12)C(=O)C(C)C	5	0	11	4	4
10	CC1CCN(c2ccc3nnc(CCC(=O)Nc4ccc(F)c(F)c4)n3n2)CC1	2	-8	-15	-1	3
11	COc1ccc(NC(=O)CCNS(=O)(=O)c2ccc(C)c(C)c2)cc1OC	1	0	1	0	4
12	O=C(Nc1nnc(Cc2ccc(Cl)cc2)s1)C1CCCO1 (configuration not stated)	6	-1	4	20	-1
13	O=C(Nc1nccc(-c2cccs2)n1)c1cccs1	-1	-3	-8	-4	1
14	CC1CC(C)(C)NC(C)c2ccccc21 (configuration not stated)	3	-3	8	3	-3
15	CNC(=O)N(O)C1N(/N=C/c2ccc(SC)cc2)C(=S)SC1(C)C (configuration not stated)	9	-1	2	2	5

no.	LYPLA1 inh	pPAFAH FP inh	PREPL inh	PAD4 inh
1	3	67*	11	1
2	-6	13	9	3
3	3	9	19	-1
4	-7	5	-3	-1
5	2	5	-1	-4
6	-2	13	6	-3
7	-1	6	8	-4
8	4	-5	-12	-2
9	-1	6	-1	-2
10	1	3	-4	0
11	1	5	-1	0
12	-4	7	1	4
13	1	-2	-7	-2
14	-2	-6	6	-4
15	-1	0	-5	2

Remaining list, next part:
no.	canonical_smiles	PAFAH1B3 inh	PME-1 inh	GSTO1 counter	PAFAH1B2 FP inh	LYPLA2 counter
16	COc1ccc(-c2cc(C(=O)O)sc2C)cc1	0	-2	5	0	2
17	COc1ccc(-c2csc3nc(C)n(-n4cccc4)c(=O)c23)cc1OC	11	-9	-9	-1	-7
18	COc1ccc2c(c1)CCCC21NC(=O)N(CC(=O)c2cc(F)ccc2F)C1=O (configuration not stated)	2	6	nt	9	3
19	O=C(Nc1ccon1)c1cnc2sccn2c1=O	-2	-4	2	6	5
20	Cn1c(Cc2nc3ccccc3n2C)nc2ccccc21	-3	2	2	-2	5
21	O=C(CSCc1ccc(Cl)cc1)NN=C1CCCCCC1	2	2	4	13	-3
22	O=C(NC(=S)Nc1ccc(S(=O)(=O)Nc2nccs2)cc1)C1CC1	7	4	-4	2	-1
23	CCCCC(=O)Nc1ccc(C(=O)N2CCC(C(=O)OCC)CC2)cc1	7	-3	13	1	6
24	CC(C)(C)NC(=O)/C(=C\c1ccccc1F)NC(=O)c1ccc([N+](=O)[O-])cc1	0	-7	4	3	3
25	Cc1c(Cl)cccc1NC(=S)N(Cc1cccnc1)Cc1ccccc1Cl	1	0	5	2	-6
26	NC(=O)CC(NC(=O)Cc1ccc(Br)cc1)c1ccc(N2CCN(c3ccccc3)CC2)c([N+](=O)[O-])c1 (configuration not stated)	2	1	1	7	4
27	Cc1[nH]nc(C(F)(F)F)c1CCC(=O)NC1CCCCCC1	-7	nt	nt	1	nt
28	O=C(CN(c1ccccn1)S(=O)(=O)c1ccc(F)cc1)Nc1ccc(F)cc1F	7	3	5	7	0
29	CCOC(=O)C1(C)C=C(Nc2ccc(OCC)cc2)C(=O)N1c1ccccc1 (configuration not stated)	5	9	-4	5	9
30	COc1ccc(-c2nsc(SCC(=O)Nc3cc(C)on3)n2)cc1	8	-6	-2	3	3

no.	LYPLA1 inh	pPAFAH FP inh	PREPL inh	PAD4 inh
16	5	7	3	-1
17	-3	6	1	1
18	-1	-3	-2	2
19	5	3	14	-2
20	1	-3	1	-2
21	-5	2	-34	-4
22	2	-2	-3	-1
23	1	-9	-5	-3
24	-1	5	-3	-6
25	-6	2	2	-3
26	0	6	5	0
27	nt	-2	15	-1
28	4	6	8	0
29	1	2	-5	-1
30	-3	5	3	2

An excerpt of these results, as labelled records:
#21 O=C(CSCc1ccc(Cl)cc1)NN=C1CCCCCC1
  PAFAH1B3 inh = 2
  PME-1 inh = 2
  GSTO1 counter = 4
  PAFAH1B2 FP inh = 13
  LYPLA2 counter = -3
  LYPLA1 inh = -5
  pPAFAH FP inh = 2
  PREPL inh = -34
  PAD4 inh = -4

#17 COc1ccc(-c2csc3nc(C)n(-n4cccc4)c(=O)c23)cc1OC
  PAFAH1B3 inh = 11
  PME-1 inh = -9
  GSTO1 counter = -9
  PAFAH1B2 FP inh = -1
  LYPLA2 counter = -7
  LYPLA1 inh = -3
  pPAFAH FP inh = 6
  PREPL inh = 1
  PAD4 inh = 1

#28 O=C(CN(c1ccccn1)S(=O)(=O)c1ccc(F)cc1)Nc1ccc(F)cc1F
  PAFAH1B3 inh = 7
  PME-1 inh = 3
  GSTO1 counter = 5
  PAFAH1B2 FP inh = 7
  LYPLA2 counter = 0
  LYPLA1 inh = 4
  pPAFAH FP inh = 6
  PREPL inh = 8
  PAD4 inh = 0

New compounds follow.
no.	canonical_smiles	PAFAH1B3 inh	PME-1 inh	GSTO1 counter	PAFAH1B2 FP inh	LYPLA2 counter
31	CC(NC(=O)Nc1ccc(Br)cc1)C(C)(C)C (configuration not stated)	6	4	9	4	-4
32	CCOC(=O)c1c(S(=O)(=O)N(C)C2CCCCC2)c(C)n(C)c1C	0	-2	-2	-1	3
33	CCn1c(=O)cc(OCC(=O)NCc2cccs2)c2ccccc21	3	1	-10	-2	3
34	C/C(=N\NC(=O)OC(C)(C)C)c1ccccc1Br	5	6	3	-4	10
35	O=c1c2ccccc2cnn1Cc1n[nH]c(=S)n1-c1ccc(F)cc1	-8	-7	8	8	6
36	COc1ccc(C(C(=O)NC(C)(C)C)N(C(=O)Cn2nnc3ccccc32)c2cccc(C(C)=O)c2)cc1O (configuration not stated)	3	-3	15	2	0
37	Cc1cc(C)c(S(N)(=O)=O)c(C)c1N(C)S(=O)(=O)c1ccc(Cl)cc1	0	8	-6	8	1
38	COc1ccc(S(=O)(=O)NCCSCc2cccs2)cc1	5	-3	7	13	-1
39	CCn1c(SCC(=O)N(C)C2CCS(=O)(=O)C2)nnc1-c1cccs1 (configuration not stated)	7	-2	-3	1	7
40	COc1ccc(/C(C)=N/Nc2nc(C)c(C(C)=O)s2)cc1	1	-1	9	-2	-7
41	COC(=O)[C@@H](Cc1c[nH]c2ccccc12)NC(=O)CCC(=O)c1ccc(Br)cc1	9	6	4	14	3
42	COCCN(CCOC)c1nc(N)c2c(N)nc3c(c2c1C#N)CC(=O)N3Cc1ccc(Cl)cc1	-4	9	6	6	-2
43	O=Cc1ccc(-c2cccc(C(=O)O)c2)o1	8	0	-4	3	-4
44	COc1cccc(N=CC2=C(O)CC(C)(C)CC2=O)c1	4	0	-3	2	9
45	O=C(c1ccc(CSc2nc3ccncc3[nH]2)cc1)N1CCCCCC1	5	-1	1	2	1

no.	LYPLA1 inh	pPAFAH FP inh	PREPL inh	PAD4 inh
31	-2	2	0	2
32	-1	0	-6	1
33	-2	3	-2	-5
34	2	1	8	6
35	1	5	6	0
36	-1	-5	-9	3
37	-2	-1	-2	-2
38	-2	1	-32	2
39	1	4	2	-1
40	-4	10	13	-1
41	5	7	18	2
42	1	16	48*	-6
43	1	3	0	3
44	-3	7	0	1
45	1	4	8	-3

Taken from above:
pPAFAH FP inh result of Cc1cc(C)c(S(N)(=O)=O)c(C)c1N(C)S(=O)(=O)c1ccc(Cl)cc1 stands at -1
PAD4 inh result of CC(NC(=O)Nc1ccc(Br)cc1)C(C)(C)C (configuration not stated) stands at 2
PAD4 inh result of CCn1c(SCC(=O)N(C)C2CCS(=O)(=O)C2)nnc1-c1cccs1 (configuration not stated) stands at -1
PAFAH1B2 FP inh result of COc1cccc(N=CC2=C(O)CC(C)(C)CC2=O)c1 stands at 2
LYPLA2 counter result of COCCN(CCOC)c1nc(N)c2c(N)nc3c(c2c1C#N)CC(=O)N3Cc1ccc(Cl)cc1 stands at -2
PAFAH1B3 inh result of C/C(=N\NC(=O)OC(C)(C)C)c1ccccc1Br stands at 5
pPAFAH FP inh result of COc1ccc(/C(C)=N/Nc2nc(C)c(C(C)=O)s2)cc1 stands at 10

Other entries follow:
no.	canonical_smiles	PAFAH1B3 inh	PME-1 inh	GSTO1 counter	PAFAH1B2 FP inh	LYPLA2 counter
46	CCCc1nnc(SCC(=O)Nc2cc(C)on2)n1CCOC	2	-6	-7	1	3
47	CSc1ccccc1OCc1cc(C(=O)N2CCCC2c2nonc2C)no1 (configuration not stated)	2	-5	-1	3	3
48	COc1ccccc1/C=N/NC(=O)c1ccccc1Cl	-8	3	-8	-2	4
49	CCOC(=O)c1cc2c(s1)-c1ccccc1CC2	12	1	17	-1	-9
50	Cc1nn(Cc2ccccc2)c(C)c1NC(=O)Cn1nc([N+](=O)[O-])c(Cl)c1C	-5	0	-9	1	-2
51	O=C(NCc1ccccc1Cl)c1ccc2ccccc2n1	-4	2	3	1	8
52	CCC(=O)Nc1nc2nc(-c3ccccc3)cc(=O)n2[nH]1	8	-2	-6	4	2
53	CCCCNC(=S)N(CCN(CC)CC)Cc1cc2cc3c(cc2[nH]c1=O)OCO3	9	0	11	2	3
54	CSc1sc(C)cc1C1C(C#N)=C(N)N(c2cccnc2)C2=C1C(=O)CCC2 (configuration not stated)	2	14	7	7	6

no.	LYPLA1 inh	pPAFAH FP inh	PREPL inh	PAD4 inh
46	4	2	-1	-2
47	-2	1	12	-4
48	0	1	12	2
49	-6	-8	18	0
50	-4	0	-4	-1
51	-2	7	1	-1
52	-1	2	-5	-4
53	3	2	17	-7
54	3	5	13	-1

Screens from PubChem.

Only part of the results is shown, so the mix of outcomes need not match the whole.
